# Scp-1 inhibitor: Scp-1 (human) phosphatase inhibition; Q9GZU7; Recombinant Scp1, phosphopeptide, malachite green phosphate absorbance; inhibition, % at 20 µM; actives 0.88% (n = 340,000); AID 493091;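 active = inhibition above about 50% at 20 µM, limit read from the data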;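 also: plate controls were DMSO wells with enzyme for no effect and wells lacking enzyme for full effect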
#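 Incubation: 45 min enzyme reaction at room temperature / System: truncated SCP-1 phosphatase (76-261aa) / Reagent: Phospho 17-mer peptide substrate / Buffer or medium: Acidic Tris acetate buffer with magnesium and detergent / Signal: absorbance at 630 nm / Doses: one concentration, 20 µM, with 1.0% DMSO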
# SUMO1 PPI mod: modulators of human SUMO1-mediated protein-protein interactions; P63165; SUMO1 binding to a labelled peptide, TR-FRET, 1 h; inhibition, % at 20 µM; actives 0.33% (n = 360,000); AID 602429; in the data active = inhibition above about 37%
# DNMT1 inh: inhibitors of human DNMT1; P26358; inhibition (reported as % activation of signal), % at 10 µM; actives 0.83% (n = 360,000); DNMT1 molecular beacon, Hinp1I cleavage, fluorescence; in the data active = inhibition above about 50%
# Target sequence (P26358 504-1616 limits assumed): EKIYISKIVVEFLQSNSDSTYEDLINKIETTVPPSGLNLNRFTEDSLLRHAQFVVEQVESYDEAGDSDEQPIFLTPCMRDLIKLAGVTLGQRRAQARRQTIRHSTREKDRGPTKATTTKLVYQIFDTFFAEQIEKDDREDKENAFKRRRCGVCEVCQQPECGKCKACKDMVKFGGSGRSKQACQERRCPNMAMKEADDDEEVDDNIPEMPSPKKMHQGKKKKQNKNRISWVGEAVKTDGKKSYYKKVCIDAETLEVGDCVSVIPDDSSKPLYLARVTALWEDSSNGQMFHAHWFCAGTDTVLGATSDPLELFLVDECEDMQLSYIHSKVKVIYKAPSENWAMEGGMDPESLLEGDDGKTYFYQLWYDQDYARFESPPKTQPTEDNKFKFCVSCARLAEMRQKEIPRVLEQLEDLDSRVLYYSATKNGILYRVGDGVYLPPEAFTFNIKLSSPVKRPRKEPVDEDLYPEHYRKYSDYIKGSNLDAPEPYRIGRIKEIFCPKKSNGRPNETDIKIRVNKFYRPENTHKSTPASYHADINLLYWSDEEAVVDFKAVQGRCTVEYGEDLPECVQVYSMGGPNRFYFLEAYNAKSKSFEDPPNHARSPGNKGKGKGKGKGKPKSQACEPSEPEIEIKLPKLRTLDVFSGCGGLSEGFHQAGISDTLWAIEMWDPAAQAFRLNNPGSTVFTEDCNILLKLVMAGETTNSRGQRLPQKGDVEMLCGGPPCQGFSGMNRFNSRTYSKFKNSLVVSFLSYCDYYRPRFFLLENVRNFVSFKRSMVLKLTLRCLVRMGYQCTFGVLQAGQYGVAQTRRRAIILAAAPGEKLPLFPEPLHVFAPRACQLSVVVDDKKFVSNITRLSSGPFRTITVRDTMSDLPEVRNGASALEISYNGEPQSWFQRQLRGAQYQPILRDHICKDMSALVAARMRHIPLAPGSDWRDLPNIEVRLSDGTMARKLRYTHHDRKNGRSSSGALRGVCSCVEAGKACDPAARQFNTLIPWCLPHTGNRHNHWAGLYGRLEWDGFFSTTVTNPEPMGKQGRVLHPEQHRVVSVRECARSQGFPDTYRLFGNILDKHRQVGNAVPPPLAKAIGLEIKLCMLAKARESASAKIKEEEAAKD
# NadD inh: NadD (S. aureus) enzyme inhibition. purified NadD enzyme, colorimetric absorbance read-out. inhibition, % at 20 µM. actives 0.78% (n = 360,000); in the data active = inhibition above about 26%; also: some compounds past the cut are filed as inactive
# SKN-1 inh: C. elegans SKN-1 inhibition; actives 0.49% (n = 360,000); inhibition, % at 21.8 µM; C. elegans VP596 Pgst-4::GFP/RFP ratio, acrylamide-induced, 24 h;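 active = interference check ratio from 0.5 to 1.5 plus GFP to RFP signal ratio inhibition reaching or exceeding a fixed threshold, cut at about 30% in these data, passing the limit was not always enough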; also: some compounds called inactive have numbers as strong as hits
# NRP1-CendR mod: modulators of CendR peptide binding to human neuropilin-1; inhibition, % at 25 µM; FAM-RPARPAR peptide binding to NRP-1, fluorescence polarization; actives 0.85% (n = 360,000); AID 602438;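 active = inhibition or corrected inhibition above about 18%, plus a signal ratio from 0.5 to 1.5, limit read from the data, passing the limit was not always enough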; also: strong numbers were not always called active
# Rpn11 inh: Rpn11 (human) deubiquitinase inhibition; human 26S proteasome, Ub4-pepOG fluorescence polarization; 20S core pre-blocked with epoxomicin; actives 0.59% (n = 360,000); calls only at 20 µM; AID 588493; O00487;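 active = inhibition at 20 µM, scaled to each plate's controls, above about 33%, limit read from the data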
# LMPTP block: LMPTP (human) inhibition | P24666 | recombinant LMPTP-A, OMFP fluorogenic substrate, fluorescence intensity | inhibition, % at 20 µM | actives 0.22% (n = 360,000) | AID 651560;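 active = compounds that cut the enzyme signal by at least half of the control window in the single-dose screen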;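 also: plate controls were DMSO wells with enzyme plus substrate for no effect and substrate without enzyme for full effect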
#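 Assay system: LMPTP-A, protein tyrosine phosphatase of low molecular weight / Medium: pH 6.0 Bis-Tris buffer with DTT and Triton X-100 / Schedule: 50 min enzyme reaction at room temperature, protected from light / Measured by: endpoint fluorescence intensity from OMFP dephosphorylation / Read-out basis: % inhibition relative to no-enzyme and uninhibited control wells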
# STEP block: inhibitors of human striatal-enriched phosphatase STEP | P54829 | recombinant STEP, OMFP fluorogenic substrate, fluorescence | inhibition, % at 20 µM | actives 0.25% (n = 360,000);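 active = inhibition at 20 µM, scaled per plate between control wells, above about 37%, limit read from the data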;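 also: 0% = DMSO with enzyme and substrate and 100% = substrate only without enzyme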
#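 Material: STEP (striatal-enriched tyrosine phosphatase) enzyme, cell-free | Medium: 50 mM Bis-Tris pH 6.0 with 2.5 mM DTT and 0.005% Tween 20 | Read-out: Percent inhibition scaled to no-enzyme and uninhibited-enzyme controls, plate-pattern corrected | Signal: Fluorescence read at 480 nm ex / 540 nm em | Times: 20 min reaction, room temperature, in the dark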
# MT1-MMP act inh: MT1-MMP (human) activation inhibition. P50281. HT1080 RFP-PRO-GFP cells, GFP/RFP ratio fluorescence, overnight; percent of plate control window, DMSO zero. GFP/RFP ratio change, % at 20 µM. actives 0.061% (n = 360,000);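 active = GFP/RFP ratio change of at least 30% with cell ATP level not reduced by more than half and red fluorescence within 50% of control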; also: strong numbers were not always called active
#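 Test system: HT1080 cells expressing an RFP-PRO-GFP fluorescent reporter construct / Compound dosing: single-point 20 µM compound, 1% DMSO / Schedule: cells overnight before dosing, compound overnight, 37 °C, 5% CO2 / Evaluation: GFP/RFP fluorescence ratio / Control set: DMSO and RFP-L50D-GFP cell wells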
# * marks the source's active call; other numbers are inactive results; i = inactive; . = not tested or not shown.
Scp-1 inhibitor,SUMO1 PPI mod,DNMT1 inh,NadD inh,SKN-1 inh,NRP1-CendR mod,Rpn11 inh,LMPTP block,STEP block,MT1-MMP act inh,smiles
-4,0,-2,-7,23,0,i,0.7,-1,2,CC(CCc1ccccc1)NC(=O)COC(=O)CC1CC2CCC1C2 (stereo not given)
-5,-5,1,-5,1,4,i,-1.2,-2,1,COc1ccc(-c2nnnn2C(C)C)cc1
-5,7,0,1,4,3,i,0.6,1,2,CCc1nnc(NC(=O)c2ccc(S(=O)(=O)N3CCCC3)cc2)s1
-5,-18,2,-5,-10,-6,i,-1.2,-1,4,O=C(CCN1C(=O)c2cccc3cccc(c23)C1=O)NCc1cccnc1
3,-2,5,1,-3,1,i,0.8,-4,-4,CCCN1C(=O)c2ccccc2NC1c1ccc(C)cc1 (stereo not given)
-1,0,1,2,-1,3,i,-0.9,1,1,Cn1c(SCC(=O)NCC2CCCO2)nnc1-c1cccc(NC(=O)c2ccccc2F)c1 (stereo not given)
2,1,41,1,8,4,i,0.7,1,3,CCOc1ccc(/C=C/C(=O)Nc2ccc3[nH]c(=O)[nH]c3c2)cc1
-4,1,-1,2,7,-2,i,-1.6,-2,-5,OCCN1CCN(c2nc(N3CCCCC3)nc(N3CCCCC3)n2)CC1
-1,-3,1,16,5,-13,i,-1.5,3,1,C=C(C)COc1cc2oc(=O)c(CC(=O)N3C[C@H]4C[C@@H](C3)c3cccc(=O)n3C4)c(C)c2cc1Cl
-9,6,0,4,2,7,i,3.4,1,-17,O=C(COc1ccccc1)N[C@@H]1c2ccccc2CC[C@@H]1OCc1ccccc1
.,3,-1,1,-5,7,i,0.5,2,-2,CC1(C(=O)Nc2nccs2)CCN1C(=O)C1(c2ccccc2)CC1 (stereo not given)
-6,7,0,2,-2,1,i,-0.2,-3,1,COCCn1c(=O)[nH]c2cc(C(=O)N3CCN(c4cccc(C(F)(F)F)c4)CC3)ccc2c1=O

# Full records as entered above. Order of screens: Scp-1 inhibitor | SUMO1 PPI mod | DNMT1 inh | NadD inh | SKN-1 inh | NRP1-CendR mod | Rpn11 inh | LMPTP block | STEP block | MT1-MMP act inh
# O=C(COc1ccccc1)N[C@@H]1c2ccccc2CC[C@@H]1OCc1ccccc1 as listed: -9 | 6 | 0 | 4 | 2 | 7 | i | 3.4 | 1 | -17
# OCCN1CCN(c2nc(N3CCCCC3)nc(N3CCCCC3)n2)CC1 as listed: -4 | 1 | -1 | 2 | 7 | -2 | i | -1.6 | -2 | -5
# CCOc1ccc(/C=C/C(=O)Nc2ccc3[nH]c(=O)[nH]c3c2)cc1 as listed: 2 | 1 | 41 | 1 | 8 | 4 | i | 0.7 | 1 | 3
# CC(CCc1ccccc1)NC(=O)COC(=O)CC1CC2CCC1C2 (stereo not given) as listed: -4 | 0 | -2 | -7 | 23 | 0 | i | 0.7 | -1 | 2
# CCCN1C(=O)c2ccccc2NC1c1ccc(C)cc1 (stereo not given) as listed: 3 | -2 | 5 | 1 | -3 | 1 | i | 0.8 | -4 | -4

# Next results follow:
Scp-1 inhibitor,SUMO1 PPI mod,DNMT1 inh,NadD inh,SKN-1 inh,NRP1-CendR mod,Rpn11 inh,LMPTP block,STEP block,MT1-MMP act inh,smiles
2,1,0,-7,21,6,i,-4.4,-1,-1,COc1cc(CNC2CCCCCCC2)cc(Cl)c1OC
5,-8,5,-2,6,17,i,-1.5,-4,1,O=C(COC(=O)/C=C/c1cccc(C(F)(F)F)c1)NC1CCS(=O)(=O)C1 (stereo not given)
12,-1,3,-2,-2,1,i,4.2,-2,0,O=C(N/N=C1\SCC(=O)N1CCc1ccccc1)c1cccs1
-11,2,-7,-4,5,-4,i,-1.2,-1,1,Nc1cc(=O)[nH]c(SCC(=O)Nc2cc(Cl)cc(Cl)c2)n1
-12,-3,0,-2,6,-4,i,-1.0,-6,4,CCC(=O)c1cn(CC(=O)Nc2ccc(C)cc2C)c2ccccc12
-5,7,-6,-6,0,-20,i,-1.7,-5,-3,CSc1nc2sc3c(c2c(=O)n1C)CCC3
25,-22,-1,-9,14,6,i,-1.5,1,5,O=[N+]([O-])c1ccc(CS(=O)(=O)c2ccc(Cl)cc2)cc1
-6,0,-4,-5,-18,5,i,1.0,0,6,Cc1ccc(-n2c(CNc3ccc(F)cc3)nnc2SCC(=O)NCc2ccco2)cc1
-2,1,1,1,10,6,i,1.5,0,2,O=c1[nH]nc(CNc2ccc(OC(F)(F)F)cc2)c2ccccc12
-10,-14,1,6,-3,2,i,-1.7,-3,3,COCCNC(=O)/C(C#N)=C/c1c(N2CC(C)OC(C)C2)nc2ccccn2c1=O (stereo not given)
-4,5,-4,4,2,-3,i,0.9,-2,-1,Clc1ccc(-c2nnc3c4ccccc4nc(N4CCOCC4)n23)cc1Cl
-7,4,0,4,-2,0,i,-0.8,-2,6,CCOC(=O)c1cn2nc(N3CCCCC3)ccc2n1
-5,9,-2,-3,-3,-11,i,-1.0,2,-2,CCCCn1c(N)c(N(Cc2ccccc2OC)C(=O)C2=COCCO2)c(=O)[nH]c1=O
-2,4,2,3,-12,11,i,-2.1,6,-3,Cc1nnc(NC(=O)NCN2C(=O)C3C4C=CC(C4)C3C2=O)s1 (stereo not given)
-3,-1,-1,4,15,15,i,0.4,1,0,O=C(COC(=O)c1ccc(Cl)nc1)NC1CCCc2ccccc21 (stereo not given)
7,5,6,2,7,6,i,-1.0,0,-2,COc1ccc(N(CC(=O)NCc2cccnc2)S(=O)(=O)c2c(C)nn(C)c2C)cc1
-1,5,-5,-4,4,2,i,0.4,0,-1,Cc1ccc(NC(=O)CN2C(=O)CCSc3ccc(S(=O)(=O)N4CCCC4)cc32)cc1C
-1,1,-1,7,18,-3,i,-0.7,-2,1,CCOC(=O)N1CCC(N2C(=O)c3ccccc3C2Nc2ccccc2C)CC1 (stereo not given)
0,4,-3,3,4,-10,i,-0.6,2,1,CN(C(=O)CSc1nc2ccccc2n1CCc1ccccc1)C1CCS(=O)(=O)C1 (stereo not given)
-3,-13,2,5,-1,-3,i,-31,-4,-2,O=C1NC(=O)c2cc(NC(=O)C3CCCCC3)ccc21
3,0,5,-1,-1,6,i,-1.7,-5,20,Cn1c(=O)n(Cc2ccccc2F)c(=O)c2c1nc1n2CCCN1CCc1ccccc1
-10,-2,-1,5,16,2,i,0.8,0,8,Cc1cc(C)c(NC(=O)COC(=O)c2ccncc2)c(C)c1
-12,0,3,0,-1,-2,i,0.4,-1,2,COc1ccccc1-c1nnc(SCC(=O)Nc2cc(C)on2)o1
-9,-2,4,-2,-6,-1,i,1.6,-3,-3,Cc1ccccc1OCCCCn1c(CO)nc2ccccc21

# Individual results from the list.
# In Scp-1 inhibitor, `Cc1cc(C)c(NC(=O)COC(=O)c2ccncc2)c(C)c1` has -10
# In MT1-MMP act inh, `CN(C(=O)CSc1nc2ccccc2n1CCc1ccccc1)C1CCS(=O)(=O)C1` (stereo not given) has 1
# In STEP block, `COc1ccccc1-c1nnc(SCC(=O)Nc2cc(C)on2)o1` has -1
# In NadD inh, `COc1ccc(N(CC(=O)NCc2cccnc2)S(=O)(=O)c2c(C)nn(C)c2C)cc1` has 2

# New compounds follow.
Scp-1 inhibitor,SUMO1 PPI mod,DNMT1 inh,NadD inh,SKN-1 inh,NRP1-CendR mod,Rpn11 inh,LMPTP block,STEP block,MT1-MMP act inh,smiles
-8,3,2,-3,-26,-4,i,-0.6,1,-2,Cc1ccccc1N(CC(=O)NCc1ccc2c(c1)OCO2)C(=O)CCC(=O)Nc1ccccn1
-2,-1,-3,4,8,9,i,-0.3,-1,4,CCOC(=O)[C@H]1[C@H]2COc3ccccc3[C@@H]2N2C(=O)c3cc(OC)c(OC)cc3NC(=O)[C@@]12C
2,-1,2,-1,25,-8,i,0.9,3,-5,COc1ccc(NC(=O)c2cc(CC(C)C)nc3ccccc23)cc1
-1,1,28,1,0,-5,i,-2.8,0,4,COc1ccccc1NC(=O)c1cc(C(=O)Nc2ccccc2OC)cc(N2C(=O)CCC2=O)c1
1,-22,-2,-6,-1,-2,i,0.0,1,-3,CN1CCN(C(=O)CCN2C(=O)S/C(=C/c3ccc(Cl)cc3)C2=O)CC1
-13,-2,1,-12,8,1,i,-2.4,-1,-1,Cc1nn(C)cc1/C=N/NC(=O)Cn1nnc(N)n1
.,0,2,3,-3,-10,i,-0.4,-3,4,COc1ccc(S(=O)(=O)N2CCCC(C(=O)NCc3cccnc3)C2)cc1C (stereo not given)
.,7,-3,4,5,6,i,2.4,5,1,CCc1nc2c(OCc3cc(Cl)cc(Cl)c3)cccn2c1N(C)C(=O)CC(C)C
-1,-6,-2,-1,10,9,i,-1.4,-2,1,C[C@H](CO)N1C[C@H](C)[C@@H](CN(C)S(=O)(=O)c2cn(C)cn2)Oc2ccc(NC(=O)Cc3ccccc3)cc2C1=O
-12,0,-7,-2,3,-8,i,-1.2,-1,0,CN(C)N1C(N)=C(C#N)C(c2ccc(F)cc2)C2=C1CCCC2=O (stereo not given)
-7,1,0,-1,-5,-3,i,-0.1,1,4,O=C(NCC(=O)N1CCN(Cc2ccccc2)CC1)c1ccc(Br)cc1

# High-throughput results deposited in PubChem by Sanford-Burnham Center for Chemical Genomics.
